HT1080NT lethal: kills 2HG-producing HT-1080-NT fibrosarcoma cells | 1.6% of 360,000 active | HT-1080-NT fibrosarcoma viability, CellTiter-Glo ATP luminescence, 48 h | Potency, µM (doses to about 46.1 µM), without a hit: top-dose activity, negative = less viability, hits mostly cytotoxic;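 also: NT is the 2HG producing partner of a matched IDH1 knockdown line; potency is read from the fitted curve at half-maximal effect; 0% = DMSO-treated cells and -100% = media-only wells without cells; nearly all actives have a fitted effect of over 55% in size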
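750 cells/well, RPMI + 5% FBS; 2 h settle, compound pin-transfer, 48 h at 37 degrees C. CellTiter-Glo 10 min RT, luminescence. Normalized to DMSO and media-only wells.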
ATXN2 expr inh: reduces ATXN2 reporter expression in HEK-293 cells | HEK-293 ATXN2-luciferase reporter, luminescence, 24 h | Potency, µM (series often up to 57 µM), for inactives: at the highest dose activity change, negative = inhibition, hits mostly inhibitors | 0.72% of 360,000 active | AID 1745845; also: potency is read from the fitted curve at half-maximal effect; % is scaled to controls: 0 for no effect and ±100 for the full control effect; nearly all actives have a fitted effect of over 55% in size
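qHTS (up to 57 uM final) was run with 24 h compound exposure of reporter cells at 37 °C. Each well was multiplexed: SteadyGlo luminescence measured ATXN2-luciferase expression after a fluorogenic Gly-Phe-AFC viability readout (25 uM final).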
KB-V1 MDR tox: kills drug-selected multidrug resistant KB-V1 cells; KB-V1 MDR cells viability, CellTiter-Glo, 72 h; Potency, µM (series often up to 46.1 µM), inactives show at the highest dose activity change, negative = cytotoxicity, most hits filed as cytotoxic; 3.4% of 400,000 active; also: potency is read from the fitted curve at half-maximal effect; % is scaled to controls: 0 for no effect and ±100 for the full control effect; nearly all actives have a fitted effect of over 60% in size
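Readout: CellTiter-Glo luminescence, 10 min after addition. Cells: KB-V1 MDR subline, 72 h at 37 degrees C with compound. Analysis: corrected, normalized data fitted to concentration-effect curves.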
SW480 rerep: induces DNA re-replication in SW480 colon adenocarcinoma cells | Potency, µM (top dose mostly 46.1 µM), for the others: at the top dose re-replication activation, usual class: activators | AID 624297 | SW480 DNA re-replication, Hoechst DNA content imaging, 48 h | 1.8% of 340,000 active; also: potency is read from the fitted curve at half-maximal effect; % of control where 0% means no effect; nearly all actives have a fitted effect of over 55% in size
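First, 250 cells per well were seeded. Next, compound or vehicle (23 nL) was pinned in, plates sat 48 hr at 37 C. Finally Hoechst was added for 40 min before fluorescence scanning.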
MCF10A rereplic: DNA re-replication induction in MCF 10a cells; 2.9% of 350,000 active; Potency, µM (series often up to 46.1 µM), without a hit: at the top dose activity, positive = re-replication, most hits filed as activators; MCF 10A DNA re-replication, Hoechst nuclear intensity, 48 h; also: potency is read from the fitted curve at half-maximal effect; % of control where 0% means no effect; nearly all actives have a fitted effect of over 50% in size
KB-3-1 tox: kills parental KB-3-1 adenocarcinoma cells | KB-3-1 viability, CellTiter-Glo ATP luminescence, 72 h | Potency, µM (titrated, usually from 46.1 µM), without a hit: at the top dose activity change, negative = cytotoxic, usual class: cytotoxic | 1.4% of 400,000 active | AID 1347075; also: potency is read from the fitted curve at half-maximal effect; % is scaled to controls: 0 for no effect and ±100 for the full control effect; nearly all actives have a fitted effect of over 60% in size
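Screening of KB-3-1 cells (DMEM, 10% FBS, phenol-red free) ran from lowest to highest compound concentration; after 72 h at 37 °C viability was read luminescently and curves fitted.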
ATXN viability: reduces viability in counter-screen for ATXN expression inhibitors; Potency, µM (top dose mostly 56.7 µM), usual class: cytotoxic; S2 cells (HEK-293 line with an ATXN2-luciferase reporter) viability, CellTiter-Fluor protease fluorescence, 24 h; 0.49% of 400,000 active; AID 651635; also: potency is read from the fitted curve at half-maximal effect; nearly all actives have a fitted effect of over 40% in size
HT1080 IDH1KD tx: kills HT-1080 cells with IDH1 knockdown | HT-1080 IDH1 knockdown viability, ATP luminescence, 48 h | Potency, µM (top dose mostly 46.1 µM), without a hit: at the top dose activity, negative = toxicity, hits mostly cytotoxic | 2% of 360,000 active | AID 686971;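 also: potency is read from the fitted curve at half-maximal effect; 0% = DMSO wells and -100% = cell-free medium wells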
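Viability of IDH1-knockdown HT-1080 fibrosarcoma cells was assessed by CellTiter-Glo after 48 h at 37 °C with titrated compound; concentration-effect curves were classified by fit quality and response size.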
IL1B secr inh: inflammasome signaling inhibition, IL-1 beta readout. THP-1 LPS/ATP IL-1B secretion, AlphaLISA, 16 h; stronger effect = lower value. activity change, % at 57.5 µM. 4.7% of 360,000 active; in the data active = activity change below about -50%; inconclusive = mostly about -30% to -49%; also: % is scaled to controls: 0 for no effect and ±100 for the full control effect
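Secreted IL-1B measured by AlphaLISA bead assay after 16 h compound exposure of THP-1 cells; compounds (final up to 57.5 uM) added 1 h before LPS (250 ng/mL) and ATP (1.25 mM) stimulation; lower signal means less secretion.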
The depositor's hits bear a star; i = inactive; ? = inconclusive; . = not tested or not shown; & = joins results of further samples; [ ] = remark or other dose. Unless noted, calls follow the shape of the dose curve; as a rule, active = well fitted curve in the direction sought with a large enough effect; inconclusive = small, poorly fitted or top-dose-only effect, or another doubt; inactive = no such curve, though single readings can be large; an effect the other way counts as inactive or inconclusive.

SMILES	HT1080NT lethal	ATXN2 expr inh	KB-V1 MDR tox	SW480 rerep	MCF10A rereplic	KB-3-1 tox	ATXN viability	HT1080 IDH1KD tx	IL1B secr inh
COC(=O)c1ccc2c(=O)n(CCN3CCOCC3)c(SCC(=O)c3ccccc3)nc2c1	11.7%	9.8%	10.6%	0.0%	-5.9%	6.1%	i	8.8%	0.0
CCc1cccc(OCCOCCN2CCCC2)c1	3.8%	-4.8%	18.4%	14.4%	16.5%	-3.2%	i	7.7%	4.3
Cc1c(-c2ccc(Cl)cc2)[n+](=O)c(-c2ccccc2)cn1[O-]	-1.0%	-19.1%	6.4%	-20.6%	?	4.5%	i	10.7%	27.5
Cc1ccc(S(=O)(=O)/N=C(/NNC(=O)c2cccc(Cl)c2)c2ccccc2)cc1	-0.1%	95.1%[activator]	13.9%	-1.3%	0.9%	11.3%	i	-1.4%	49.2
Cc1ccc(-c2n[nH]c(=S)n2C)cc1	-1.2%	4.7%	16.4µM*	-7.2%	-1.9%	?	i	-5.4%	-4.7
CC(C)Cn1cnc2c(SCc3ccccn3)nc(N)nc21	-0.3%	4.4%	-6.6%	-13.1%	-25.3%	2.1%	i	-14.3%	-14.1
CCCOc1ccc(NC(=O)C(=O)NCCCN2CCOCC2)cc1	.	-23.6%	?	.	.	3.9%	i	.	.
Cc1ccc(NC(=O)CC2SC(=Nc3ccc(O)cc3)NC2=O)cc1 (centres undefined)	-2.8%	15.6%[11.3 µM]	12.1%	?	12.3%	-1.3%	i	-6.1%	-26.0
CN1CCN(CC#CCn2c3ccccc3c3ccccc32)CC1	?	25.1µM*	10.6%	?	?	2.3%	?	?	?
COC(=O)C(NC(=O)CCc1nnc2ccc(N3CCC(C)CC3)nn12)C(C)C (centres undefined)	15.6%	.	0.0%	-20.1%	1.4%	-1.2%	?	7.4%	-8.8
COc1ccc(OCC(=O)Nc2ccccc2N2CCN(C)CC2)cc1	-8.1%	-1.1%	-23.7%	-5.5%	0.3%	12.1%	i	-1.6%	-19.0
COc1ccccc1N/C(N)=N/c1nc(C)cc(C)n1	-11.5%	-22.8%	-11.9%	-21.2%	?	-29.5%	i	-2.8%	-7.8
COc1ccc(N(CC(=O)N/N=C/c2ccc3c(c2)OCO3)S(=O)(=O)c2ccc(NC(C)=O)cc2)cc1	-21.0%	8.3%	17.5%	-1.4%	-1.6%	13.0%	i	-22.2%	-0.9
CC(=O)NS(=O)(=O)c1ccc(NC(=O)c2oc3c(Cl)cccc3c2C)cc1	?	6.4%	?	0.3%	-7.2%	4.9%	i	21.1%	13.2
Cc1ccccc1OCC(=O)Nc1ccccc1N1CCOCC1	-13.0%	0.7%	?	-0.5%	?	-14.6%	i	-9.7%	9.1
CN(c1ccccc1)c1nc(N)c([N+](=O)[O-])c(N2CCCC2)n1	-6.6%	47.5%[activator]	-3.6%	1.5%	-1.8%	-5.2%	i	-13.6%	10.0
CCN(CC)CCNC(=O)c1cc(Sc2nnc(C)s2)nc2ccccc12	3.7%	15.9%	-19.6%	1.3%	19.9%	?	i	4.5%	-11.4
COc1ccc(NC(=O)CN(C)C(=O)CCc2c[nH]c3ccccc23)cc1	-13.7%	-2.3%	-11.0%	-10.3%	0.0%	11.4%	i	0.4%	6.6
COc1cc(OC)c(C(=O)OCC(=O)c2cc(C)n(CC3CCCO3)c2C)cc1OC (centres undefined)	7.7%	-22.1%	?	-1.4%	-0.3%	1.7%	i	1.9%	-12.5
CC(=O)Nc1ccc(NC(=O)C(C)OC(=O)CC23CC4CC(CC(Br)(C4)C2)C3)cc1 (centres undefined)	6.3%	-16.7%	14.9%	-7.2%	-11.5%	?	i	-1.7%	46.1

Continued, starting with the last 2 of the part before.
SMILES	HT1080NT lethal	ATXN2 expr inh	KB-V1 MDR tox	SW480 rerep	MCF10A rereplic	KB-3-1 tox	ATXN viability	HT1080 IDH1KD tx	IL1B secr inh
COc1cc(OC)c(C(=O)OCC(=O)c2cc(C)n(CC3CCCO3)c2C)cc1OC (centres undefined)	7.7%	-22.1%	?	-1.4%	-0.3%	1.7%	i	1.9%	-12.5
CC(=O)Nc1ccc(NC(=O)C(C)OC(=O)CC23CC4CC(CC(Br)(C4)C2)C3)cc1 (centres undefined)	6.3%	-16.7%	14.9%	-7.2%	-11.5%	?	i	-1.7%	46.1
NC(=O)c1sc2nc3c(cc2c1N)CCC3	1.9%	.	?	?	1.4%	12.4%	i	-1.4%	-10.4
Cn1c(=O)cc(OCCCC(=O)NCc2ccccn2)c2ccccc21	-2.6%	21.1%	0.0%	-1.3%	14.8%	-4.9%	i	-9.7%	11.6
CCOC(=O)c1cc(C(C)=O)c(=O)[nH]c1C	19.9%	.	?	0.7%	-1.8%	-0.5%	i	11.6%	32.7
Cc1ccc(C(c2c(NC(=O)c3ccco3)sc(C)c2C)N2CCOCC2)cc1 (centres undefined)	11.4%	.	-14.2%	.	.	-11.2%	i	0.5%	-2.6
COc1ccccc1-n1c2c(cc(C(=O)N3CCC(C)CC3)c1=O)C(=O)CC(C)(C)C2	5.6%	-1.3%	9.9%	0.6%	-2.8%	4.3%	i	11.1%	-2.9
COc1ccccc1CNC(=O)C1CC(=O)N(c2ccc(C)c(C)c2)C1 (centres undefined)	-4.3%	-16.2%	-14.7%	-3.5%	16.1%	5.6%	i	0.3%	9.3
Cc1ccc(Cn2c(=O)n(CCC(=O)NCc3ccc4c(c3)OCO4)c(=O)c3ccccc32)cc1	-7.9%	18.7%	-6.7%	8.3%	1.7%	3.8%	?	-16.4%	16.9
CCOc1ccccc1CNCc1c(C(=O)O)n(Cc2ccccc2)c2cc(OC)ccc12	.	12.2%	?	.	.	18.6%	?	.	.
O=C(CCCN1C(=O)C2CC=CCC2C1=O)Nc1ccccc1F (centres undefined)	-0.3%	5.7%	-4.3%	-9.3%	6.1%	3.5%	i	2.2%	-1.3
CCCn1c(=O)c(C(=O)Nc2cccc(C)c2)c(O)c2ccccc21	10.5%	.	7.0%	-15.2%	10.7%	-4.7%	?	10.5%	17.9
COc1ccc(C(=O)NCCCNC(=O)c2cnccn2)cc1	7.7%	4.8%	19.0%	-9.4%	-28.2%	2.9%	i	11.4%	8.6
O=C(c1ccc(CSCc2ccccc2F)o1)N1CCN(c2ccc(N3CCOCC3)nn2)CC1	0.2%	?	-5.1%	-1.1%	0.3%	-4.8%	i	-0.1%	14.7
O=C1NC(=O)C2C3OC(C(Br)C3Br)C12 (centres undefined)	2.2%	.	9.9%	.	.	-5.4%	i	0.1%	-6.5
CCN(c1ccccc1)S(=O)(=O)c1cccc(C(=O)NCC2(N(C)C)CCCCC2)c1	4.7%	.	11.2%	-5.3%	2.5%	0.8%	i	-1.6%	-13.2
O=C(CCN1C(=O)/C(=C/c2cccs2)SC1=S)Nc1ccc(O)cc1	-7.3%	-1.5%	0.0%	-14.9%	-10.3%	-7.3%	i	?	-4.0
COc1ccc(N2CCN(C(=O)[C@H](C)N3C(=O)C4CC=CCC4C3=O)CC2)cc1 (some centres undefined)	-5.0%	1.3%	6.2%	-2.5%	0.1%	?	i	-3.8%	-2.2
N#Cc1c2c(c(Nc3ccc(O)cc3)n3c1nc1ccccc13)CCC2	-15.7%	-9.9%	4.4%	-0.6%	?	3.4%	i	?	5.9
COc1cc(-c2nc3ccccc3nc2-c2ccc(O)c(OC)c2)ccc1O	-1.7%	-9.2%	-24.1%	-6.7%	0.8%	0.0%	i	-19.6%	0.0
CCOC(=O)C1=C(N)OC2=C(C(=O)CCC2)C1c1cccnc1 (centres undefined)	15.0%	-6.1%	-4.4%	-8.8%	0.0%	14.7%	i	0.8%[9.24 µM]	-15.2
O=C(NCc1ccco1)C12CC3CC(C1)CC(C(=O)NCc1ccco1)(C3)C2	-16.3%	-2.6%	20.6µM*	-2.7%	-2.1%	5.2%	i	1.5%	4.1

Looked up by structure from the entries so far:
SMILES	HT1080NT lethal	ATXN2 expr inh	KB-V1 MDR tox	SW480 rerep	MCF10A rereplic	KB-3-1 tox	ATXN viability	HT1080 IDH1KD tx	IL1B secr inh
CCOC(=O)C1=C(N)OC2=C(C(=O)CCC2)C1c1cccnc1 (centres undefined)	15.0%	-6.1%	-4.4%	-8.8%	0.0%	14.7%	i	0.8%[9.24 µM]	-15.2
O=C(c1ccc(CSCc2ccccc2F)o1)N1CCN(c2ccc(N3CCOCC3)nn2)CC1	0.2%	?	-5.1%	-1.1%	0.3%	-4.8%	i	-0.1%	14.7

Additional structures follow:
SMILES	HT1080NT lethal	ATXN2 expr inh	KB-V1 MDR tox	SW480 rerep	MCF10A rereplic	KB-3-1 tox	ATXN viability	HT1080 IDH1KD tx	IL1B secr inh
COc1ccc(S(=O)(=O)N2CCN(C(=O)c3cccc(S(=O)(=O)N4CCCC4)c3)CC2)cc1	-5.4%	.	-18.6%	.	.	?	i	-7.5%	-8.3
COC(=O)c1cc2sccc2n1Cc1nc(-c2cccc(Cl)c2)oc1C	0.1%	3.5%&-20.7%	?	-10.1%	-4.6%	-10.5%&-4.4%	i	-2.5%	27.5
CC(C)NC(=O)CSc1nc2ccccc2c(=O)n1CCCOC(C)C	0.0%	4.6%	?	-2.4%	7.6%	1.5%	i	-1.9%	-0.1
COc1ccc(-c2ccc(SCC(=O)Nc3cccc(C(C)=O)c3)nn2)cc1OC	0.0%	47.5%[activator]	?	0.2%	3.0%	2.2%	i	-19.4%	-86.1*
CSc1cccc(NS(=O)(=O)c2ccc3c(c2)oc(=O)n3C)c1	-1.8%	-10.7%	-1.7%	3.0%	-1.8%	?	i	-21.7%	11.4
Cc1cc(C)n2c(NC3CCCC3)c(-c3cccnc3)nc2n1	7.4%	19.6%	?	.	.	25.1%	i	8.3%	6.7
CCc1cccc(C)c1NC(=O)Cn1cc2c(n1)CCCC2	.	-17.2%	-6.4%	.	.	-2.5%	i	.	.
O=c1ccc(-c2ccc(S(=O)(=O)Nc3cccc(F)c3)o2)n[nH]1	-6.8%	11.7%	-1.2%	-4.4%	-0.3%	-2.9%	i	-1.2%	0.0

From PubChem BioAssay

No enrichment for hits; any-hit rate near 11%.
